hgDAF-12 ag – hgDAF-12 agonism, primary luciferase screen. HEK293 GAL4-hgDAF12 UAS-luciferase reporter, agonist luminescence; normalized to butyrate control. activation, % at 6.8 µM. 1.8% of 370,000 active. AID 687014;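 active means activation above a cutoff set at the mean of all screened compounds plus 3 SD, cut at about 10% in these data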;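 further: 0% = DMSO wells and 100% = sodium butyrate wells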
PLCb3 inh – PLC-beta3 (human) inhibition, primary screen; Purified PLC-beta3, fluorogenic substrate, fluorescence; inhibition, % at 12.2 µM; 0.18% of 370,000 active; Q01970; in the data active means inhibition above about 11%;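 further: 0% = median of compound wells on plate and 100% = full blocker control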
ADAM17 inh – ADAM17 inhibition, QFRET primary screen; AID 720648; inhibition, % at 6.95 µM; recombinant ADAM17, EDANS/DABCYL FRET peptide cleavage; 0.83% of 370,000 active;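 active means inhibition above the mean of compounds lying between control limits plus 3 SD, set per campaign, cut at about 8.5% in these data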;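 further: 0% = DMSO-only wells as the low control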
DAX1 inh-1 – inhibitors of DAX1 repression of SF-1 activated StAR promoter. HEK293T StAR-luciferase reporter, SF-1/DAX-1 repression relief. inhibition, % at 6.8 µM. 1.1% of 370,000 active. AID 652010;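 active means inhibition above the mean over all tested compounds plus 3 SD, cut at about 3.6% in these data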;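 further: 0% = DAX-1 cells with DMSO and 100% = cells lacking DAX-1 with DMSO; higher inhibition means more luminescence from relief of DAX-1 repression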
FXN GAA850 act – frataxin GAA850 promoter activation. HEK293 lucGAA850 FXN promoter luciferase reporter, 24 h; percent of 10 µM SAHA response. activation, % at 6 µM. 0.56% of 360,000 active. AID 540364;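 active means activation above the average of all compounds screened plus 3 SD, cutoff fixed separately per campaign, cut at about 7.5% in these data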;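 further: 0% = DMSO wells and 100% = 10 µM SAHA wells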
DAX1 inh-2 – NR0B1 (DAX1) inhibition | P51843 | HEK293 Gal4-DAX1 luciferase reporter, luminescence | inhibition, % at 6.75 µM | 0.99% of 340,000 active | AID 504766;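 active means inhibition above the mean over all tested compounds plus 3 SD, cut at about 4.2% in these data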;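 further: 0% = DAX1-transfected cells with DMSO and 100% = empty-vector control cells with DMSO; inhibition shows as a rise in luminescence from relieved DAX1 repression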
PLC-gamma1 inh – blocks human PLC-gamma1 enzyme activity; inhibition, % at 12.2 µM; AID 720700; P19174; 0.84% of 370,000 active; purified PLC-gamma1, fluorogenic substrate, fluorescence; in the data active means inhibition above about 9.5%
Target sequence (P19174 whole entry, looked up): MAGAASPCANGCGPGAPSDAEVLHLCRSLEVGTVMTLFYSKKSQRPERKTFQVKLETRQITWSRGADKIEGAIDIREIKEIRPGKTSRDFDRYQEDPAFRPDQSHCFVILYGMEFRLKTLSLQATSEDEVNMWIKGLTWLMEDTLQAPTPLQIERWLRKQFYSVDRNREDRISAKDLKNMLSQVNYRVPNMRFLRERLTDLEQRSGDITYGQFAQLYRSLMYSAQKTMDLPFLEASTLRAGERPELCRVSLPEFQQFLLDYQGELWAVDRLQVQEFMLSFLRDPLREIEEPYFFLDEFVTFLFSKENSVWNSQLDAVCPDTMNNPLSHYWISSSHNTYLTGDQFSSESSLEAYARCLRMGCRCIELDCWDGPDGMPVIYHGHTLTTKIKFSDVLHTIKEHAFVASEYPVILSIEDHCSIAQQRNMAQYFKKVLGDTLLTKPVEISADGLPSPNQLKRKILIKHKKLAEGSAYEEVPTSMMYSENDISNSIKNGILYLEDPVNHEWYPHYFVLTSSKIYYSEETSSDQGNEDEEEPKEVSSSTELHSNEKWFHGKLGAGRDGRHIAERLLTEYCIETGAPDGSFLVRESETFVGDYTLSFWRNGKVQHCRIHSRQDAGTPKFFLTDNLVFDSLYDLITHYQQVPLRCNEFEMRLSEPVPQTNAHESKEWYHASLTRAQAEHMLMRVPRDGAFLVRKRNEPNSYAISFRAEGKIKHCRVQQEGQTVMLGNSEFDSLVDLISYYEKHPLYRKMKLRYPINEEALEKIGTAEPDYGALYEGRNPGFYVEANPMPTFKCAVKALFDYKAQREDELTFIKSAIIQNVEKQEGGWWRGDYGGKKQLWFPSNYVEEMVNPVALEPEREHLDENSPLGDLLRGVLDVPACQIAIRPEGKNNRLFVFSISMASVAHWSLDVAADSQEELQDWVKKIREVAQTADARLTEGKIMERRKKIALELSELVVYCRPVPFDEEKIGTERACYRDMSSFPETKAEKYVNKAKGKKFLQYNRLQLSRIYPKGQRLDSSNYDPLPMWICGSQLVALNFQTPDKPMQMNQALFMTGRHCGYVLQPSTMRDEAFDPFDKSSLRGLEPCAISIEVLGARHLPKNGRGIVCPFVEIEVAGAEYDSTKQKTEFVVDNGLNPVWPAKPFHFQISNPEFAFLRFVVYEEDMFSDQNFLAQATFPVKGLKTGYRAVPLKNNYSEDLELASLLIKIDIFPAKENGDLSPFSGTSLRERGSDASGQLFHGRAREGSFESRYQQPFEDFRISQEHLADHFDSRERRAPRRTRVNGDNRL
hcDAF-12 act – activates DAF-12 receptor from parasite H. contortus; 1.4% of 370,000 active; activation, % at 6.8 µM; AID 652067; HEK293 hcDAF-12 lit1-tk-luc reporter, luminescence; 0% DMSO, 100% Δ7-dafachronic acid;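 active means activation above the mean of all tested compounds plus 3 SD, cut at about 5.5% in these data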;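 further: 100% = response to 3 µM Δ7-dafachronic acid high control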
ADAM10 inh – ADAM10 inhibition, QFRET primary screen; 0.62% of 370,000 active; recombinant ADAM10, EDANS/DABCYL FRET peptide cleavage, 3 h; inhibition, % at 7 µM;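 active means inhibition above a per-campaign cutoff equal to the mean of compounds falling between control-based bounds plus 3 SD, cut at about 20% in these data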;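 further: 0% = DMSO wells while the 100% control is not disclosed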
ssDAF12 agonist – activates DAF-12 receptor from parasite S. stercoralis; HEK293 ssDAF-12/GRIP1 lit1-tk-luc reporter, luminescence; % of 3 µM dafachronic acid response; activation, % at 6.8 µM; 1% of 370,000 active; AID 652126;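 active means activation above the mean over all tested compounds plus 3 SD, cut at about 0.9% in these data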;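 further: 0% = DMSO-only wells and 100% = 3 µM delta7-dafachronic acid wells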
sPLA2-III inh – Inhibits HGIII-sPLA2 liposome hydrolysis, primary screen; Q9NZ20; QFRET BODIPY PC-A2 liposome hydrolysis, fluorescence; inhibition, % at 12.2 µM; 0.56% of 370,000 active; AID 743126;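 active means inhibition above mean plus 3 SD of compounds lying within the high and low control bounds, cut at about 19% in these data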;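 further: 0% = median of test compound wells and 100% = no enzyme DMSO wells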
* hit, by the source's call; i = inactive; x = no result given.

SMILES | hgDAF-12 ag | PLCb3 inh | ADAM17 inh | DAX1 inh-1 | FXN GAA850 act | DAX1 inh-2 | PLC-gamma1 inh | hcDAF-12 act | ADAM10 inh | ssDAF12 agonist | sPLA2-III inh
CC1(C)CC(=O)c2c(nn(-c3ccccc3)c2-c2ccncc2)C1 | -0.2 | 3 | -1 | -0.5 | -0.7 | 0.5 | 5 | -1.0 | 0 | -0.2 | -1
CS(=O)(=O)N1CCN=C1SCc1ccc([N+](=O)[O-])cc1 | 6.6 | 3 | -3 | -0.2 | 3.5 | 0.0 | 1 | -0.6 | -10 | -1.2 | -3
CCOC(=O)c1nn(-c2ccc(C)cc2)cc1O | 9.8 | -6 | -3 | 2.6 | 6.2 | 0.5 | -4 | 2.6 | -9 | 0.0 | -8
Cc1cccc(N2CCCC2=Nc2ccc(Br)cc2C#N)c1 | -0.2 | -5 | -2 | -1.0 | 2.9 | 0.1 | 1 | -1.1 | 1 | -1.3 | -2
Cc1ccc(Nc2nc(N)nc(COC(=O)C3=COCCO3)n2)cc1 | 7.5 | -7 | 0 | 3.6* | 4.3 | 0.6 | 1 | 1.0 | 7 | 0.7 | -11
CCOC(=O)C1CCCN(C(=O)c2cc3c(=O)n(C)c4ccccc4c3n2C)C1 (stereo not given) | 0.5 | -1 | -4 | -0.5 | -0.3 | -1.1 | -2 | 1.2 | -14 | -1.2 | 1
O=C(COC(=O)Cc1ccsc1)Nc1ccc(Br)cc1 | -0.3 | -4 | 1 | -1.1 | 0.6 | -0.8 | -1 | -0.1 | 5 | -1.6 | -6
CCOC(=O)CN(C(=O)CNC(=O)c1cccs1)C(C(=O)NC1CCCC1)c1cccnc1 (stereo not given) | 0.6 | -1 | -4 | -0.5 | -0.1 | 1.1 | 0 | -0.5 | -5 | -1.4 | 1
Fc1cccc(-n2cc(-c3ccccc3)c3c(=S)nc[nH]c32)c1 | 0.1 | -9 | 8 | -0.7 | 7.9* | -1.1 | 0 | -3.5 | 19 | -0.8 | -12
C=C1CCN([C@@H](C)C(=O)NCc2ccc(OC)cc2)S(=O)(=O)c2ccccc21 | -3.2 | 2 | -5 | -0.1 | -0.7 | 0.2 | 0 | -0.7 | -8 | -1.2 | 5
N#Cc1ccc(CN2CCN(C(=O)c3ccc(S(=O)(=O)N4CCCCCC4)cc3)CC2)cc1 | -4.7 | -4 | -2 | -1.7 | -1.3 | -0.8 | 1 | -0.8 | 0 | -0.8 | 6
COC(=O)c1ccccc1S(=O)(=O)N1CCC(C(=O)Nc2ccc(N3CCOCC3)cc2)CC1 | 0.7 | -7 | 1 | -0.8 | 1.1 | 1.1 | -1 | -0.9 | -13 | -0.9 | 5
C[C@H](NC(=O)c1nc[nH]c1C(=O)N1CCN(c2ccccc2)CC1)c1ccccc1 | 1.6 | 2 | 1 | -0.3 | 0.3 | 0.0 | 2 | -0.1 | 7 | -0.8 | -3
COc1ccc(NC(=O)C(CCSC)N2C(=O)c3ccccc3C2=O)cc1 (stereo not given) | -2.2 | 0 | -1 | 0.0 | 0.0 | -0.6 | 4 | 0.3 | -7 | -1.1 | 5
COC(=O)c1sccc1N/N=C/c1cccc(OC)c1O | 19* | -16 | 0 | 3.0 | 0.2 | -2.1 | -15 | 12* | -11 | 1.3* | -1
COc1ccc(NC(=O)c2ccc3c(c2)N(C)CCS3)cc1 | 24* | -118 | -31 | 7.3* | 1.8 | 0.9 | -100 | 5.4 | -72 | 0.8 | 10
O=S(=O)(NC1CCCCC1N1CCC(O)CC1)c1ccccc1 (stereo not given) | 0.1 | -8 | -5 | 0.4 | -0.1 | 0.1 | 0 | -0.3 | 9 | -0.9 | 9
O=C(/C=C/c1ccc(Cl)c(Cl)c1)N1CCc2ccccc21 | 9.9 | 0 | -3 | 1.1 | 4.0 | 0.2 | -1 | 1.6 | -1 | -0.9 | 3
Cc1ccc2c(c1)C(=O)N(CCCCO)C2=O | -1.0 | -1 | -4 | 0.8 | 0.9 | 0.1 | -2 | -1.9 | -11 | -0.9 | 9
Cc1oc(-c2ccccc2F)nc1CS(=O)(=O)CC(=O)NC(C)CCc1ccccc1 (stereo not given) | -2.3 | -4 | 0 | -1.6 | -0.5 | 0.8 | 2 | -2.8 | 0 | -1.4 | -5
CC1(C(=O)Nc2ccc(Cl)c(Cl)c2)CCN1Cc1cc2ccccc2o1 (stereo not given) | 0.4 | -9 | 2 | 2.6 | 1.8 | x | -1 | 1.2 | -7 | -1.0 | -4
CC(C)(C)OC(=O)C[C@@H]1C/C=C\C[C@H](CC(=O)N[C@H](CO)Cc2ccccc2)C(=O)N[C@@H](Cc2ccccc2)COC1=O | -2.8 | 1 | -4 | -0.9 | -3.1 | -1.3 | 1 | -1.9 | -5 | -1.5 | -8
COc1ccc(-c2csc3nc(-c4cccnc4)nc(Cl)c23)cc1OC | -3.0 | -54 | 0 | -1.5 | 1.5 | -1.5 | -49 | -3.9 | -57 | -1.8 | 7
Cc1ccc(S(=O)(=O)NC(=O)NN2CC3CCCC3C2)cc1 (stereo not given) | 0.6 | 0 | -3 | 0.6 | 0.2 | 1.4 | 2 | 0.0 | 2 | -0.4 | 4
CCN1CCN(c2ccc(S(=O)(=O)N3CCOCC3)cc2NC(=O)/C=C/c2cccc(OC)c2OC)CC1 | -2.1 | -72 | 0 | 1.7 | 1.3 | 0.4 | -60 | 1.0 | -5 | -1.7 | -17
SMILES | hgDAF-12 ag | PLCb3 inh | ADAM17 inh | DAX1 inh-1 | FXN GAA850 act | DAX1 inh-2 | PLC-gamma1 inh | hcDAF-12 act | ADAM10 inh | ssDAF12 agonist | sPLA2-III inh
O=C(CC(NC(=O)c1ccccc1Cl)c1ccccc1)NCCc1ccc(Cl)cc1 (stereo not given) | -0.1 | -16 | 2 | -0.4 | -5.7 | -0.5 | 3 | 1.8 | 6 | -1.1 | -3
COc1ccccc1NC(=O)NS(=O)(=O)c1ccc(C)cc1 | 0.5 | 0 | -12 | -0.4 | -2.7 | 0.1 | -3 | -0.8 | -4 | -1.1 | 7
COCCn1c(/C=C/c2ccccc2)nc2ccccc21 | 11* | -333 | -230 | 9.8* | 2.2 | 1.1 | -241 | 2.9 | i | -0.4 | 2
O=C(NCCCNC(=O)c1ccccc1F)c1ccco1 | -3.0 | -5 | -5 | -0.5 | 0.2 | 0.1 | 2 | 0.5 | -5 | -0.9 | 4
CCOc1cc2sc(N3CCC(C(=O)NCCCN4CCCC4=O)CC3)nc2cc1Br | -1.5 | -6 | -2 | -3.6 | 1.0 | 0.2 | -1 | -2.5 | -1 | -1.4 | 5
CC1(c2nnc(Cc3ccccc3)o2)CC(c2ccncc2)=NO1 (stereo not given) | 2.0 | 0 | -6 | -0.2 | 1.0 | -0.4 | -1 | -1.9 | -5 | -1.0 | 7
O=C(NC(=S)Nc1nc2c(s1)CSc1ccccc1-2)c1ccccc1 | 5.4 | -5 | -4 | -0.4 | 1.4 | 0.6 | -2 | 7.1* | -5 | 0.2 | 0
c1ccc(-c2ccc(C3=Nn4c(nnc4-c4cccs4)SC3)cc2)cc1 | -2.0 | -5 | -1 | -0.6 | 2.4 | x | -3 | -1.1 | -7 | -1.7 | -10
CCOc1ccc(C(=O)N2CCN(Cc3ccccc3)CC2)cc1 | 1.8 | -3 | -9 | 0.1 | -3.9 | 2.0 | -4 | 1.7 | 6 | -1.1 | 4
CC(CCc1ccccc1)NC(=O)CN1CCSc2ccccc21 (stereo not given) | 1.2 | -3 | -2 | -2.1 | -0.2 | 1.1 | 2 | -0.9 | 7 | -1.1 | 5
Cc1ccc2nc(-c3ccc(NC(=O)CN(C)S(=O)(=O)c4ccccc4)cc3)sc2c1 | 11* | -21 | -25 | 3.6* | x | x | -18 | 4.7 | -82 | -0.1 | -4
CCOC(=O)C1(C)CCCN(C(=O)c2ccc(C#N)cc2)C1 (stereo not given) | 1.4 | 3 | -1 | -1.1 | -1.5 | x | 1 | 1.5 | -4 | -0.6 | 0
Cc1nc(-c2ccc(S(=O)(=O)N3CCN(C4c5ccccc5-c5ccccc54)CC3)s2)cs1 | 0.0 | -8 | -5 | 0.0 | 1.0 | 0.7 | 0 | -0.9 | 3 | -1.3 | 1
CC(=O)Nc1cccc(-c2csc(C(O)c3ccccc3)n2)c1 (stereo not given) | 5.1 | -1 | 2 | 2.0 | 2.1 | x | 6 | 0.3 | -4 | -0.9 | 6
C/C(N)=C(/C#N)C(=O)COC(=O)CNS(=O)(=O)c1c(F)cccc1F | 1.6 | 1 | 0 | 0.1 | 1.3 | 2.4 | -4 | -0.7 | 4 | -1.4 | 0
Cc1ccc(S(=O)(=O)c2cc3ccc(O)cc3oc2=O)cc1C | 0.8 | i | i | -0.3 | 1.2 | 1.0 | i | -0.8 | i | -0.9 | -12
Cc1ccccc1-c1nnc(CN2CCC(C)CC2)o1 | 1.4 | -2 | 4 | 0.6 | 3.0 | -0.2 | 2 | -0.8 | -6 | -0.1 | 1
CN1CCN(S(=O)(=O)c2ccc(Cl)c(C(F)(F)F)c2)CC1 | -2.9 | 2 | -2 | -1.8 | -0.2 | 0.8 | 4 | -1.2 | -4 | -1.1 | -4
COc1ccc(NC(=O)NCC(C)CSc2ccc(C)cc2)c(OC)c1 (stereo not given) | -0.5 | -5 | 4 | -0.2 | -0.5 | -0.2 | 1 | 0.2 | 1 | -1.2 | -1
CCOc1ccc(NC(=O)CCCCn2c(=O)[nH]c3ccsc3c2=O)cc1 | -2.2 | -4 | -2 | 0.0 | 0.9 | 0.9 | 2 | -1.4 | -5 | -2.2 | -4
CC1CCN(C(=O)CS(=O)(=O)Cc2ccccc2)CC1 | 1.3 | -6 | -1 | 0.1 | 1.8 | 1.5 | 0 | 2.0 | -4 | -0.3 | 1

Fetched by compound from the entries so far (five):
SMILES | hgDAF-12 ag | PLCb3 inh | ADAM17 inh | DAX1 inh-1 | FXN GAA850 act | DAX1 inh-2 | PLC-gamma1 inh | hcDAF-12 act | ADAM10 inh | ssDAF12 agonist | sPLA2-III inh
O=C(NCCCNC(=O)c1ccccc1F)c1ccco1 | -3.0 | -5 | -5 | -0.5 | 0.2 | 0.1 | 2 | 0.5 | -5 | -0.9 | 4
O=C(NC(=S)Nc1nc2c(s1)CSc1ccccc1-2)c1ccccc1 | 5.4 | -5 | -4 | -0.4 | 1.4 | 0.6 | -2 | 7.1* | -5 | 0.2 | 0
CCOc1ccc(C(=O)N2CCN(Cc3ccccc3)CC2)cc1 | 1.8 | -3 | -9 | 0.1 | -3.9 | 2.0 | -4 | 1.7 | 6 | -1.1 | 4
Cc1ccccc1-c1nnc(CN2CCC(C)CC2)o1 | 1.4 | -2 | 4 | 0.6 | 3.0 | -0.2 | 2 | -0.8 | -6 | -0.1 | 1
Cc1ccc(S(=O)(=O)c2cc3ccc(O)cc3oc2=O)cc1C | 0.8 | i | i | -0.3 | 1.2 | 1.0 | i | -0.8 | i | -0.9 | -12

Screening results as filed in PubChem BioAssay.
